Screens deposited in PubChem BioAssay by several laboratories.
KCNQ1 act = potentiators or activators of human KCNQ1 potassium channel; P51787; CHO-K1 KCNQ1, thallium flux FluxOR fluorescence; stronger effect = higher value; B-score at 10 µM; 0.35% of 310,000 active; AID 2648;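 active = fluorescence ratio B-score, a plate-corrected score, at least three library SD, with initial intensity B-score within 5 SD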
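assay system = KCNQ1-transfected CHO-K1 cells | medium = assay buffer with matched DMSO | probe or stimulus = depolarizing K+/Tl+ stimulus, K2SO4 and Tl2SO4 each 12.5 mM in 5x stock | dosing = single dose | incubation = dye 90 min, compound 20 min, room temperature | detection = kinetic FluxOR fluorescence, 10 s baseline plus 110 s post-stimulus | evaluation = ratio B score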
KCNQ1 inh = human KCNQ1 channel inhibition; P51787; CHO-K1 KCNQ1, FluxOR thallium flux fluorescence; stronger effect = higher value; B-score at 10 µM; 1.3% of 310,000 active;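 active = compounds whose thallium flux B-score, printed positive for inhibition, exceeds three library SD while starting fluorescence stays within three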;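 note: channel opened by potassium depolarization with thallium stimulus after 20 min compound exposure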
TRPC4 agonist = opens the mouse TRPC4 cation channel; B-score at 10 µM; 0.49% of 310,000 active; HEK293 TRPC4beta/mu-opioid, Fluo4 calcium fluorescence; stronger effect = higher value;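 active = B-score above 5 SD of library B-scores, and initial fluorescence ratio not above library mean plus 5 SD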;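 note: positive B-score marks a calcium rise read as TRPC4 activation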
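system = HEK293 cells stably co-expressing mouse TRPC4beta and mu-opioid receptor | schedule = Fluo4 dye loading 45 min at room temperature, 110 s recording | measure = B-scored integrated calcium fluorescence ratio | signal = Fluo4 calcium-sensitive dye fluorescence, kinetic, 1 Hz baseline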
KCNK9 inh = human KCNK9 channel inhibition | Q9NPC2 | HEK293 KCNK9, FluxOR thallium flux fluorescence; stronger effect = lower value | B-score at 10 µM | 1.2% of 310,000 active | AID 488922;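 active = ratio B-score over 3 SD below the library mean, with starting fluorescence within 5 SD of its mean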;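 note: negative B-score means less thallium flux so channel inhibition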
ANO1 activ = mouse TMEM16A channel activation, primary screen | HEK293 TMEM16A/YFP-H148Q/I152L, iodide quench fluorescence; stronger effect = lower value | B-score at 10 µM | 0.3% of 340,000 active | AID 623877;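 active = fluorescence-ratio B-score plate-corrected deviation score at least 3 library SD below zero, with starting fluorescence score within 5 deviations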;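 note: channel opened by trigger with iodide after compound preincubation; score built on the fluorescence ratio of max minus min over baseline; more negative score means more quench and so TMEM16A activation or potentiation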
KCNK3 inh = human KCNK3 channel inhibition, primary screen | AID 602410 | O14649 | 0.84% of 340,000 active | B-score at 10 µM | CHO-KCNK3 thallium flux, FluxOR fluorescence; stronger effect = lower value;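 active = B-score under library mean minus 4 SD, starting fluorescence ratio at most library mean plus 5 SD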;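 note: more negative B-score means stronger inhibition of thallium flux through KCNK3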
Target sequence (O14649 whole entry, looked up): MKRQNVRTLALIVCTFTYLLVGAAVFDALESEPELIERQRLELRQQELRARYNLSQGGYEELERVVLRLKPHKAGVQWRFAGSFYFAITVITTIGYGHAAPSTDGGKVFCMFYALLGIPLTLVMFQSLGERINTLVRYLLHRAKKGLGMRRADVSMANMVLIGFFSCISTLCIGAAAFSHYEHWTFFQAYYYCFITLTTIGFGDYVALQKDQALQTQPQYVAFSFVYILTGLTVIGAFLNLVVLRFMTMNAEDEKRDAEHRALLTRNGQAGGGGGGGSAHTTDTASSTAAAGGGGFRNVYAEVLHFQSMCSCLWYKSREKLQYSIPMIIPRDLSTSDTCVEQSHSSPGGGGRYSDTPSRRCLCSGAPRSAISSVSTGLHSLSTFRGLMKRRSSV
TMEM16A inh = mouse TMEM16A channel inhibition, primary screen; 1.2% of 310,000 active; HEK293 TMEM16A/YFP iodide influx fluorescence, ionomycin; normalized B-score (activity score, 25-100; higher = stronger inhibition) at 10 µM; AID 588511;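 active = ratio plate-corrected score three or more library SD toward inhibition, starting fluorescence score within five deviations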;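 note: score derived from kinetic fluorescence span divided by baseline fluorescence per well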
HDAC3 inhib = human HDAC3 inhibition. O15379. 0.15% of 320,000 active. inhibition, % at 8.3 µM. recombinant HDAC3, fluorogenic peptide/trypsin coupled, fluorescence; in the data active = inhibition above about 26%, passing the limit was not always enough; inconclusive = no clear call, values can overlap the other calls
Target sequence (O15379 whole entry, looked up): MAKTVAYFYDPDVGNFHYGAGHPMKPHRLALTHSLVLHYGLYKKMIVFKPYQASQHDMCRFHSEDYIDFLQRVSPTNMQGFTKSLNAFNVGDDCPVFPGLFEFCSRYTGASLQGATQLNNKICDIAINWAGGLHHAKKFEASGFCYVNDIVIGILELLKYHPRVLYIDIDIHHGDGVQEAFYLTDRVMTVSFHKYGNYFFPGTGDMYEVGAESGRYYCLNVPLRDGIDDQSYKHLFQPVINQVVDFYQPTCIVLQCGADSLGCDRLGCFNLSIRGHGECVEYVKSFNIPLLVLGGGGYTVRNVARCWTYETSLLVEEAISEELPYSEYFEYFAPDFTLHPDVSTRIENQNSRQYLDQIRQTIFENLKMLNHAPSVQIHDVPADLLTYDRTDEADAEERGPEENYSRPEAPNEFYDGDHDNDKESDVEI
TRPC4 potent = TRPC4 (mouse) allosteric potentiation. Q9QUQ5. HEK293 TRPC4beta/mu-opioid, DAMGO EC20, Fluo-4 Ca2+ flux; stronger effect = higher value. B-score at 10 µM. 0.42% of 310,000 active. AID 2227;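 active = B-score of calcium response area above 5 SD of library B-scores, with initial fluorescence ratio within 5 SD of library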;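 note: B-score of integrated fluorescence ratio over time as area under calcium response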
hERG rescue = shields human hERG channel from block by proarrhythmic agents; Q12809; CHO-hERG, FluxOR thallium flux, dofetilide IC70 present; 0.51% of 310,000 active; activation (rescue from dofetilide block), less the hit threshold, % at 10 µM; AID 1511;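 active = activation above the mean of controls blocked by dofetilide plus 5 SD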;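 note: thallium influx through hERG after potassium depolarization seen as dye fluorescence rise; in these data hits start at about 4.7%; inactives centre near -7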
Dyrk1A ADPGlo = inhibitors of rat Dyrk1A kinase | ADP-Glo luminescence, NFATc1 peptide | inhibition, % at 12.5 µM | 0.43% of 310,000 active; in the data active = inhibition above about 50%;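 note: plate controls were vehicle with enzyme for no effect and no enzyme for full effect; many of its hits are not listed in these tables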
An asterisk follows results filed as active; i = inactive; ? = inconclusive; . = no result given.

Sample of the layout:
SMILES | KCNQ1 act | KCNQ1 inh | TRPC4 agonist | KCNK9 inh | ANO1 activ | KCNK3 inh | TMEM16A inh | HDAC3 inhib | TRPC4 potent | hERG rescue | Dyrk1A ADPGlo
c1cncc(C2Nc3cccc4cccc(c34)N2)c1 | i | i | i | i | i | i | i | 2 | i | -2 | 50
CCOC(=O)C1(CCc2ccccc2)CCN(CC(O)CO)CC1 (centres undefined) | i | i | i | i | i | i | i | 2 | i | -8 | .
O=c1[nH]c(=O)n(C2CCCCC2)c(O)c1/C=N/N1CCCCC1c1cccnc1 (centres undefined) | i | i | i | i | i | i | i | -3 | i | -14 | -6
O=C1c2cccc3cccc(c23)C(=O)N1/N=C/c1c(O)n(-c2ccccc2)c(=O)[nH]c1=O | i | i | i | i | i | i | i | 9 | i | -12 | .
C[N+]1(C)C2CC[C@H]1CC(OC(=O)C(CO)c1ccccc1)C2 (some centres undefined) | . | . | . | . | i | i | i | -2 | . | . | 2

The whole of this part, previewed entries included:
SMILES | KCNQ1 act | KCNQ1 inh | TRPC4 agonist | KCNK9 inh | ANO1 activ | KCNK3 inh | TMEM16A inh | HDAC3 inhib | TRPC4 potent | hERG rescue | Dyrk1A ADPGlo
c1cncc(C2Nc3cccc4cccc(c34)N2)c1 | i | i | i | i | i | i | i | 2 | i | -2 | 50
CCOC(=O)C1(CCc2ccccc2)CCN(CC(O)CO)CC1 (centres undefined) | i | i | i | i | i | i | i | 2 | i | -8 | .
O=c1[nH]c(=O)n(C2CCCCC2)c(O)c1/C=N/N1CCCCC1c1cccnc1 (centres undefined) | i | i | i | i | i | i | i | -3 | i | -14 | -6
O=C1c2cccc3cccc(c23)C(=O)N1/N=C/c1c(O)n(-c2ccccc2)c(=O)[nH]c1=O | i | i | i | i | i | i | i | 9 | i | -12 | .
C[N+]1(C)C2CC[C@H]1CC(OC(=O)C(CO)c1ccccc1)C2 (some centres undefined) | . | . | . | . | i | i | i | -2 | . | . | 2
CCOC(=O)C(O)(c1ccc(NC(=O)c2ccc(Cl)c(Cl)c2)cc1)C(F)(F)F (centres undefined) | i | 6* | i | i | i | i | i | 16 | i | -9 | 14
NN=C(N)N | . | . | . | . | i | i | i | -5 | . | . | 4
C[C@]12CCC(=O)C=C1CC[C@@H]1C2CC[C@]2(C)C(=O)CCC12 (some centres undefined) | i | i | i | i | i | i | i | -5 | i | -1 | 4
CCC12CN3CCN(CC(C3)/C1=N/NC(=O)c1ccncc1)C2 | i | i | i | i | i | i | i | 0 | i | -8 | -42
CN1C(=O)N(C)C(=O)C2(Cc3ccccc3N3CCOCC32)C1=O (centres undefined) | i | i | i | i | i | i | i | -6 | i | 1 | 3
O=C1NC(=O)N(Cc2ccco2)C(=O)/C1=C\c1cccn1CCOc1ccccc1 | i | i | i | i | i | i | i | 7 | i | -13 | 1
CCN(CC)S(=O)(=O)c1ccc(C)c(NCC(=O)Nc2ccc(C#N)c(Cl)c2)c1 | i | i | i | i | i | i | i | -6 | i | -9 | 3
Cc1cccc(CN2CCCC(C(=O)c3ccc4c(c3)OCO4)C2)n1 (centres undefined) | i | i | i | i | i | i | i | -5 | i | -8 | -3
COc1cc(CN2CCCC(C(=O)c3sccc3C)C2)cc(OC)c1O (centres undefined) | i | i | i | i | i | i | i | . | i | -7 | -4
CC1(C)CC(n2[nH]c(=O)c3c2NC(=O)CSC3c2ccc(F)cc2)CCO1 (centres undefined) | i | i | i | i | i | i | i | 6 | i | -8 | 2
CCOP(=O)(OCC)C(NC(C)=O)C(Cl)(Cl)Cl (centres undefined) | i | i | i | i | i | i | i | 3 | i | -12 | 3
Cn1c(=O)cc(OCC(=O)N2CCN(Cc3ccc4c(c3)OCO4)CC2)c2ccccc21 | i | i | i | i | i | i | i | 1 | i | -14 | 8
O=[N+]([O-])[N-][n+]1cnn(Cc2ccc(Cl)cc2)c1 | i | i | i | i | i | i | i | 5 | i | -7 | 2
C(#CCN1CCOCC1)COC/C=C/c1ccccc1 | i | i | i | i | i | i | i | 1 | i | -9 | -6
COc1ccc(CC2C(=O)N(C)C(=O)N(C)C2=O)c(OC)c1 | i | i | i | i | i | i | i | -3 | i | -14 | -6
CC(C)OC(=O)c1c(N)n(CC2CCCO2)c2nc3ccccc3nc12 (centres undefined) | i | i | i | i | i | i | i | -42 | i | -17 | -4
COc1cc(C(=O)OC2C[C@H]3CC[C@@H](C2)N3)ccc1O (some centres undefined) | i | i | i | i | i | i | i | -2 | i | -3 | 7
O=c1c2ccccc2nc(-c2ccoc2)n1-c1ccccc1 | i | i | i | i | i | i | i | 5 | i | -10 | -1
COc1ccc(CN2CCCC(C(=O)c3ccc(Cl)cc3)C2)c(OC)c1 (centres undefined) | i | i | i | i | i | i | i | 0 | i | -12 | -4
O=c1c2ccccc2nc(N2CCCC2)n1-c1ccccc1 | i | i | i | i | i | i | i | -14 | i | -11 | 3
C=CCn1c(O)c(C=NCCN2CCNCC2)c(=O)[nH]c1=O | i | i | i | i | i | i | i | -1 | i | -6 | 6
CNC(=O)c1cccn(Cc2ccc(C(F)(F)F)cc2)c1=O | i | i | i | i | i | i | i | -6 | i | -2 | -7
COC(=O)C(O)(c1ccc(N(C)C(=O)COc2ccccc2)cc1)C(F)(F)F (centres undefined) | i | i | i | i | i | i | i | . | i | -6 | -4
CCOC(=O)c1cncn1[C@H](C)c1ccccc1 | i | i | i | i | . | . | i | -4 | i | -2 | .
CCC(C#N)(CC)P(=S)(c1ccccc1)c1ccccc1 | i | i | i | i | i | i | i | 2 | i | -7 | -5
CC(C)OCCCNC(=O)c1c(N)n(Cc2cccs2)c2nc3ccccc3nc12 | i | i | i | i | i | i | i | -5 | i | -6 | 12
O=C(c1cc2ccccc2oc1=O)N1CCC2(CC1)OCCO2 | i | i | i | i | i | i | i | -3 | i | -6 | 7
O=C(c1cc(-c2ccccc2)nc2ccccc12)N1CCC2(CC1)OCCO2 | i | i | i | i | i | i | i | 4 | i | -18 | 0
NC(=O)c1cc(N2CC2)c([N+](=O)[O-])cc1[N+](=O)[O-] | i | i | i | i | i | i | i | ? | i | -3 | -4
CCOP(=O)(CN(CC)CCNP(=O)(OCC)OCC)OCC | i | i | i | i | i | i | i | 1 | i | -6 | -5
CCOc1ccc(NC(=O)c2c(O)[nH]c(=O)[nH]c2=O)cc1 | i | i | i | i | i | i | i | -6 | i | -6 | 6
CCCCOC(=O)COc1cc(C)cc2oc(=O)c3c(c12)CCC3 | i | i | i | i | i | i | i | 0 | i | -11 | -7
O=C(O)C1C2CCC(O2)C1C(=O)NC1CCCCC1 (centres undefined) | i | i | i | i | i | i | i | -2 | i | 1 | 2
O=P(Oc1ccccc1)(Oc1ccccc1)C(O)c1ccc(Cl)cc1 (centres undefined) | i | i | i | i | i | i | i | -3 | i | -4 | -2
COC(=O)[C@H]1C[C@@H]1[C@H](NP(=O)(c1ccccc1)c1ccccc1)c1ccccc1 | i | i | i | i | i | i | i | -3 | i | -12 | 0
Nc1c([N+](=O)[O-])cc(F)c(N2CCNCC2)c1Br | i | i | i | i | i | i | i | 7 | 23* | -2 | -5
COc1cccc(C(=O)C2CCCN(Cc3cccc(C)n3)C2)c1 (centres undefined) | i | i | i | i | i | i | i | 1 | i | -6 | 3
NC(=O)C1CCN(/C=C2\C(=O)NC(=O)N(Cc3ccco3)C2=O)CC1 | i | i | i | i | i | i | i | -7 | i | -11 | -2
C1CCCN(C2CCNCC2)CC1 | i | i | i | i | i | i | i | 6 | i | -11 | -2
COc1cccc(C(=O)N2CCC3(CC2)OCCO3)c1 | i | i | i | i | i | i | i | -7 | i | -4 | -2
Cn1c(O)c(C=NCCCCCCCCCCC(=O)O)c(=O)n(C)c1=O | i | i | i | i | i | i | i | -1 | i | -6 | 1
O=C(c1ccc(N2CC3CC(C2)c2cccc(=O)n2C3)c([N+](=O)[O-])c1)N1CCCCC1 (centres undefined) | i | i | i | i | i | i | i | -1 | i | 0 | -2
CP(=O)(O)CN1CCCCC1 | i | i | i | i | i | i | i | 2 | i | -16 | 1
O=C1NC(=O)N(Cc2ccccc2)C(=O)/C1=C\c1ccco1 | i | i | i | i | i | i | i | 2 | i | -17 | -1
CCC(C)n1c(O)c(C=NCc2cccnc2)c(=O)[nH]c1=S (centres undefined) | i | i | i | i | i | i | i | 10 | i | -10 | .
O=c1ccc2cc(O[C@@H]3O[C@@H](CO)[C@H](O)[C@@H](O)[C@@H]3O)c(O)cc2o1 | i | i | i | i | i | i | i | -354 | i | -8 | -6
CC12CCC3C(CC=C4CC5(CCC43C)OCCO5)C1CCC2=O (centres undefined) | i | i | i | i | i | i | i | -2 | i | -5 | -5
CCC1(CCc2ccncc2)C(=O)NC(=O)NC1=O | i | i | i | i | i | i | i | 4 | i | -3 | -5
Cn1c(O)c(C=NCCN2CCNCC2)c(=O)[nH]c1=O | i | i | i | i | i | i | i | 3 | i | -10 | .
Cc1cnn(C2CCN(C)CC2)c1N | i | i | i | i | i | i | i | -4 | i | -6 | 1
CSc1nc2ccccc2c(=O)n1-c1cccnc1 | i | i | i | i | i | i | i | 2 | i | -7 | 0
CCOC(=O)c1c(C)n(Cc2ccc3c(c2)OCO3)c2ccc(O)cc12 | i | i | i | i | i | i | i | 10 | i | -12 | 2
O=C(CN1CCCC1=O)N1CCOCC1 | i | i | i | i | i | i | i | 6 | i | -13 | 3
N=C1c2ccccc2CN1NC(=O)C1CC1 | i | i | i | i | i | i | i | -4 | i | 0 | -1
CC(=NCc1ccc2c(c1)OCO2)c1c(O)n(C)c(=O)n(C)c1=O | i | i | i | i | i | i | i | 4 | i | -10 | -1
Remaining list, next part
SMILES | KCNQ1 act | KCNQ1 inh | TRPC4 agonist | KCNK9 inh | ANO1 activ | KCNK3 inh | TMEM16A inh | HDAC3 inhib | TRPC4 potent | hERG rescue | Dyrk1A ADPGlo
CN1CCN(c2nccc3c2ncn3C)CC1 | i | i | i | i | i | i | i | 1 | i | -6 | -3
CC(=O)OC1N=C(c2ccccc2)c2cc(C)ccc2NC1=O (centres undefined) | i | i | i | i | i | i | i | -4 | i | -7 | 6
C#C[C@]1(O)CCC2C3CCC4=C/C(=N/OCC(=O)NC(C)C(=O)NC(CCSC)C(=O)O)CC[C@]4(C)C3CC[C@@]21C (some centres undefined) | i | i | i | i | i | i | i | 0 | i | -8 | -7
CCOP(=O)(C(NC(=O)c1ccccc1Cl)=C(Cl)Cl)c1ccccc1 (centres undefined) | i | i | i | i | i | i | i | 3 | i | -8 | -7

Only part of the results is shown (hit frequency here may not be typical).
